FXIIa inh: human FXIIa protease inhibitors, primary screen, biochemical, 1536-well. Coagulation factor XII (Homo sapiens), P00748. AID 800, 2007. actives 0.3% (n = 220,000). inhibition, % at 5 µM. purified FXIIa, Boc-QGR-AMC fluorogenic substrate, 2 h; in the data active = inhibition above about 40%;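 note: 0% = enzyme with no compound and 100% = blank without enzyme; many of its hits are not listed in these tables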
Target sequence (P00748 20-372 limits assumed): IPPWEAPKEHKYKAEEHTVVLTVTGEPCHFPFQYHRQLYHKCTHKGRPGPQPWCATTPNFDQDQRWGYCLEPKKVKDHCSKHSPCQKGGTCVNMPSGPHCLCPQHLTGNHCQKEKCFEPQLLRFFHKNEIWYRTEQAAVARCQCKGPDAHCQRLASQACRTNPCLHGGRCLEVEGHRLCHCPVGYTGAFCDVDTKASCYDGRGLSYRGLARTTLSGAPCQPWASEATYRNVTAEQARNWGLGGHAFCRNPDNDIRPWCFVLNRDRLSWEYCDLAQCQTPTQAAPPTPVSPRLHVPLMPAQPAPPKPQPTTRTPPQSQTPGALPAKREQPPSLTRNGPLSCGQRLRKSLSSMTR
Target sequence (P00748 373-615 limits assumed): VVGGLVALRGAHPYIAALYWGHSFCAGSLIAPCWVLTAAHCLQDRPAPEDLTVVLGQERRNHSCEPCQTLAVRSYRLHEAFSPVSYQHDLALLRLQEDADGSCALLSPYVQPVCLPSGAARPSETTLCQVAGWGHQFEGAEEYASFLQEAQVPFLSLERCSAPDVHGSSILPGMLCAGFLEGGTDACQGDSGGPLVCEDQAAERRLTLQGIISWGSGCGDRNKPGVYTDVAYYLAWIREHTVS
PERK inhibitor: block of dimerizer-induced PERK translation repression, primary screen, PERK inhibitor project, CHO PERK-DD cells, SEAP luminescence, HTS | Eukaryotic translation initiation factor 2-alpha kinase 3 (Homo sapiens), Q9NZJ5 | CHO PERK-DD fusion, SEAP luminescence translation reporter | inhibition, % at 5.6 µM | actives 0.17% (n = 220,000) | AID 1416, 2008;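 active = inhibition above the mean inhibition of all tested compounds plus 3 SD, set separately per screening campaign, cut at about 2.9% in these data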;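 note: PERK kinase domain activated by AP20187 dimerizer at 100 nM; 0% = DMSO with dimerizer and 100% = rapamycin at 8.4 µM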
FXIa inh: human FXIa protease inhibitors, primary screen, biochemical, 1536-well; inhibition, % at 5 µM; actives 0.14% (n = 220,000); AID 798, 2007; Coagulation factor XI (Homo sapiens), P03951; purified FXIa, Boc-Glu-Ala-Arg-AMC fluorogenic substrate;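 active = inhibition of at least 40%; inactive = inhibition below 40%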;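 note: fluorescence of freed AMC excited at 355 nm; 0% = enzyme without compound and 100% = no enzyme blank; many of its hits are not listed in these tables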
thrombin 1536: human alpha-thrombin inhibitors, primary screen, counter-screen for coagulation protease inhibitor project, biochemical, 1536-well, fluorogenic AMC substrate | actives 0.26% (n = 220,000) | Boc-VPR-AMC fluorogenic substrate cleavage | inhibition, % at 5 µM;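 active = inhibition at or above 40%; inactive = inhibition below 40%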;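 note: 0% = enzyme with no compound and 100% = wells without enzyme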
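Material: human alpha-thrombin protein. Incubation: reaction at ambient temperature. Technique: fluorescence of released AMC, ex 355 nm, em 460 nm. Control set: no-compound enzyme wells and no-enzyme blanks. Also added: Boc-VPR-AMC substrate, 15 µM final. Buffer or medium: pH 7.5 Tris (50 mM) with NaCl 150 mM, Tween 20 0.05%.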
Furin inhibitor: human furin inhibitors, primary screen, biochemical, fluorescence intensity | inhibition, % at 30 µM | AID 463115, 2010 | actives 0.061% (n = 220,000) | P09958 | purified furin, fluorogenic substrate cleavage; in the data active = inhibition above about 25%; note: inactives centre near -15
p97 ATPase inh: inhibitors of human p97 ATPase, primary screen, biochemical; Transitional endoplasmic reticulum ATPase (Homo sapiens), P55072; recombinant p97 ATPase, Kinase-Glo ATP luminescence, 3 h; inhibition, % at 8 µM; actives 0.42% (n = 220,000); in the data active = inhibition above about 15%;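 note: 0% = DMSO vehicle and 100% = wells lacking enzyme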
KCC2 mod: KCC2 cotransporter modulators, thallium flux, primary screen, cell-based, HEK293 KCC2, FluoZin-2 fluorescence, MLSMR; Solute carrier family 12 member 5 (Homo sapiens), Q9H2X9; KCC2 cells, thallium flux FluoZin-2 fluorescence; B-score of Tl+ flux slope (higher = more flux/activation; lower = inhibition) at 10 µM; actives 2.2% (n = 190,000);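 active = thallium flux slope and its plate-corrected score both differing from the plate sample mean at a set confidence after two filtering rounds, in either direction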;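 note: slope of fluorescence scaled to starting intensity during 10 to 20 s after thallium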
KLK5 inh: human KLK5 protease inhibitors, primary screen, biochemical, 1536-well; recombinant hK5, fluorogenic AMC substrate cleavage; inhibition, % at 5 µM; actives 0.59% (n = 210,000);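 active = inhibition of 40% or more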;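 note: 0% = enzyme controls without compound and 100% = no-enzyme blanks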
Target sequence (Q9Y337 67-293 limits assumed): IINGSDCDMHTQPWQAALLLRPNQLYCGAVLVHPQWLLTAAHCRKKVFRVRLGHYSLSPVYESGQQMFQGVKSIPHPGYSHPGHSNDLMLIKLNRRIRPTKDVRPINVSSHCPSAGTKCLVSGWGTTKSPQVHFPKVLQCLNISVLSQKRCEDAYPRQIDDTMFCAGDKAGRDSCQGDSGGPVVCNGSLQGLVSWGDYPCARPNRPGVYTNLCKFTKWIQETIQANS
Wee1 degr inh: Wee1 degradation inhibitors, primary screen, cell-based, HeLa, Wee1K328M-luciferase, luminescence | actives 1.2% (n = 220,000) | HeLa Luc-Wee1K328M stability; 100% = proteasome inhibitor MG132 effect | reporter increase, % at 5 µM | AID 1321, 2008 | Wee1-like protein kinase (Homo sapiens), P30291;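 active = activation above the mean of all tested compounds plus 3 SD, set per screening run, cut at about 8.8% in these data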;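 note: cells exposed to compound for 20 h before luminescence read; 0% = DMSO alone and 100% = MG132 at 30 µM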
An asterisk follows results filed as active; i = inactive; x = no result given; [ ] = dose if it differs, or a comment.

SMILES | FXIIa inh | PERK inhibitor | FXIa inh | thrombin 1536 | Furin inhibitor | p97 ATPase inh | KCC2 mod | KLK5 inh | Wee1 degr inh
Cn1nc(-c2ccccc2F)c2cc(C(=O)N3CCN(C(=O)c4ccco4)CC3)sc21 | x | 0.4 | x | x | -31.1 | 1.9 | x | x | 1.4
CN(C)c1nc(Oc2ccc(OCCOc3ccccc3)nn2)nc(N(C)C)n1 | 1.6 | -0.7 | -0.4 | -4.4 | -8.5 | -5.7 | 0.954 | -8.2 | -1.5
COc1cccc(NC(=O)C(=O)NCCc2ccc(F)cc2)c1 | 7.4 | 0.6 | 7.6 | -1.4 | -14.9 | -3.8 | 0.429 | -7.0 | 1.4
CCN(c1ccccc1)S(=O)(=O)c1ccc2[nH]cc(C(=O)N3CCOCC3)c(=O)c2c1 | 14.3 | 0.3 | 2.4 | 0.3 | -4.4[20 µM] | -4.5 | x | -37.3 | 1.4
Cn1c(=O)c(NCCc2ccccc2)c2c3c(cccc31)C(=O)c1ccccc1-2 | 20.0 | -1.3 | 8.3 | 6.1 | 1.2[20 µM] | -4.6 | i | -18.6 | 3.0
NC(=O)c1ccccc1NC(=O)c1ccccc1Cl | 2.8 | 0.2 | 0.1 | -3.5 | -23.7 | 8.1 | -0.076 | -1.8 | 2.6
COc1ccc(S(=O)(=O)N2CCCCC2)cc1NC(=O)C1CCCO1 (centres undefined) | 4.1 | 0.8 | -2.0 | -12.6 | -18.4 | 1.1 | 0.514 | -3.1 | 3.2
CC(=O)Nc1ccc2c(c1)C(=O)N(c1ccc(C)cc1)C2=O | 5.6 | 0.7 | -5.7 | -3.7 | -10.9[20 µM] | 7.0 | -0.58 | -4.1 | 3.5
Oc1ccc(/C=N/Nc2ccc(C(F)(F)F)cn2)cc1O | 8.1 | 0.3 | 9.1 | 4.5 | -8.4 | 8.6 | -0.551 | 10.2 | 5.5
O=C(N/N=C/c1ccco1)c1cc(-c2ccc(Cl)cc2)n[nH]1 | 5.3 | -0.5 | 1.6 | 0.1 | -17.7 | 5.9 | -0.872 | 3.1 | 0.3
CCC(C)(C)NC(=O)C1CCN(c2nc(C)cc(C)n2)CC1 | 13.2 | -0.2 | 7.9 | 6.9 | -19.9 | -0.5 | 0.884 | 16.2 | -1.2
CCOC(=O)C(O)(C1C(=O)CC(C)(C)CC1=O)C(F)(F)F (centres undefined) | 2.8 | 1.5 | -9.4 | -10.3 | -25.8 | 1.9 | x | -9.2 | -0.5
CCCCN(C)C(=O)c1c[nH]c2ccc(S(=O)(=O)N3CCOCC3)cc2c1=O | 4.0 | 1.9 | -4.5 | -2.5 | -15.3 | 3.6 | 0.184 | -8.8 | 2.8
COc1ccc(CC(=O)NNC(=O)c2c(-c3ccccc3Cl)noc2C)cc1OC | -1.4 | 0.1 | -0.7 | -12.5 | -18.7 | 7.3 | 0.0295 | -4.1 | 0.4
Cc1ccc(C2CC(=O)NC(SCc3ccccc3)=C2C#N)o1 (centres undefined) | -2.5 | 1.0 | -0.8 | 7.2 | -20.3 | 4.4 | x | -15.8 | -0.3
O=C(NC1CCCCCCC1)c1ccccc1-c1ccccc1 | -8.6 | -0.8 | -4.0 | -3.8 | -9.6 | -8.2 | -0.0837 | -7.5 | -3.1
CCCCNC(NCCCC)=C(S(=O)(=O)CC)S(=O)(=O)CC | 7.2 | 0.1 | 3.4 | -5.0 | -25.8 | 1.2 | 0.0171 | -5.2 | 0.2
CCn1c(SCC(=O)c2cc(OC)ccc2OC)nnc1C1CC1 | x | 0.1 | x | x | -10.0 | 2.8 | x | x | 1.2
CCCCNC(=O)OC(C)CNC(=O)Oc1cccc(C)c1 (centres undefined) | 39.9 | 0.2 | 18.8 | 0.8 | -18.1 | 0.3 | 0.299 | 0.9 | 3.1
CC(C)(C)C(=O)Nc1ccc(S(=O)(=O)Nc2ccccn2)cc1 | -2.3 | 0.5 | -6.1 | -3.8 | -10.1 | 4.1 | 1.32 | -7.0 | 1.9
Cc1cc(NC(=O)CCC(=O)NNC(=O)c2ccc(C(C)(C)C)cc2)no1 | 24.1 | 1.7 | 21.4 | 3.4 | -14.9 | -1.1 | -0.923 | -14.7 | 1.1
CNC(=S)N1CCc2cc(OC)c(OC)cc2C1COc1ccc(F)cc1 (centres undefined) | 3.1 | -0.3 | -3.4 | -11.6 | -7.7 | 4.5 | -1.11 | -2.2 | -3.0
Cc1ccc(OCCCn2c(=O)sc3ccccc32)cc1 | -0.1 | 0.1 | -1.1 | -4.8 | -19.1[20 µM] | -0.1 | 5.79* | -3.2 | 2.0
C=CCOCCN(CC)CC | 7.7 | 0.3 | 4.2 | -6.9 | -27.1 | -4.3 | -0.0966 | -7.9 | -0.1
COc1ccccc1C1NC=C([N+](=O)[O-])C=C1[N+](=O)[O-] (centres undefined) | -6.9 | -0.8 | -10.8 | -8.0 | -0.5 | -4.6 | -3.52 | -14.5 | -2.8
CNc1cc(CSC)nc(SCc2ccc(Cl)c(Cl)c2)n1 | 21.7 | -1.8 | 2.5 | 0.6 | -7.8 | -9.7 | 0.0509 | -17.5 | 2.8
CSCCC(NC=C1C(=O)OC(C)(C)OC1=O)C(=O)O (centres undefined) | 0.8 | -0.2 | 2.4 | -5.3 | -22.3 | 2.2 | 0.172 | -3.9 | -1.8
CCN1C(=O)N(C(C)=O)C2C1N(C(C)=O)C(=O)N2C(C)=O (centres undefined) | 7.0 | 0.3 | 0.1 | -5.5 | -22.8 | 1.1 | 0.0614 | 1.3 | -2.1
CCOc1cc(S(=O)(=O)Nc2cc(C)cc(C)c2)ccc1Cl | 14.2 | 0.2 | -17.2 | 4.2 | -12.8[20 µM] | -0.2 | x | 9.1 | 5.4
COc1ccc(OC)c(C2C(C(=O)c3cccs3)=C(O)C(=O)N2CCN(C)C)c1 (centres undefined) | 6.2 | 0.3 | -0.5 | -0.7 | -11.7 | -1.6 | x | -3.7 | 0.6
CN(C)c1cc(N/N=C/c2ccc(Cl)cc2)nc(N(C)C)n1 | 1.6 | 0.1 | 2.7 | -2.6 | -16.1 | 1.4 | 0.519 | -0.1 | -1.2
COC(CNC(=O)c1ccc2c(c1)nc(C)n2-c1cccc(F)c1)OC | 5.6 | -0.8 | -5.8 | -1.8 | -18.0[20 µM] | 1.5 | 0.448 | 3.5 | -1.3
Cc1ccc(C(=O)NNC(=O)CCC(=O)Nc2cccc(Cl)c2C)cc1 | -1.0 | 0.5 | 1.1 | -6.0 | -25.0 | -0.8 | -1.03 | 0.6 | -1.9
COC(=O)c1oc2ccccc2c1NC(=O)c1ccccc1O | 5.8 | 0.2 | -5.7 | -2.5 | -27.2 | 2.0 | 0.0331 | -4.3 | -0.7
CCC(O)(CC)C(=O)NN(C(=O)CCl)c1ccccc1 | 5.5 | 0.9 | 5.3 | 0.1 | -25.8 | -0.5 | 0.571 | -37.6 | 2.2
O=C(O)CSc1ccc(Oc2ccc(SCC(=O)O)cc2)cc1 | 4.7 | -0.4 | -2.9 | -4.0 | -24.1 | -1.9 | 0.861 | -2.4 | -0.2
O=C(CCC(=O)N1CCN(S(=O)(=O)c2ccc(Cl)cc2)CC1)NC1CCCc2ccccc21 (centres undefined) | 10.4 | -1.4 | -0.5 | -6.0 | -22.9[20 µM] | -6.2 | -0.00519 | -6.7 | -1.3
Oc1ccc(/C=N/NC2=NCCCCC2)c(O)c1 | 3.3 | 0.1 | 3.8 | -3.1 | -0.4[20 µM] | -2.8 | 0.408 | -19.5 | -1.3
Cc1onc(-c2c(F)cccc2Cl)c1C(=O)ONC(=O)c1ccco1 | 7.2 | 0.7 | 1.7 | -5.6 | -10.8 | 4.8 | 0.442 | 3.5 | -2.4
O=S(=O)(Nc1ccc(F)cc1)c1ccc(NC(=S)Nc2ccccc2)cc1 | 20.7 | 1.0 | -0.1 | -9.3 | -19.0[20 µM] | 0.4 | -1.62 | -11.8 | 1.1
O=C(Cn1cc2c(n1)CCCC2)NCCCN1CCCC1 | 11.9 | 1.6 | 2.4 | 0.2 | -9.3 | 2.0 | 0.843 | 2.0 | -2.0
CCN(CC)C(=O)C(=O)c1cn(CC(=O)NCc2ccc3c(c2)OCO3)c2ccccc12 | 3.2 | 0.8 | -1.2 | 5.3 | -28.6 | -2.7 | -0.195 | -12.4 | -0.4
CCc1nc(C)ccc1OCC(=O)NCCCN(C)C | 13.6 | 0.9 | 2.5 | 4.8 | -10.0 | -1.1 | 0.254 | 7.5 | 0.3
Cc1ccc(C)c(-n2c(C)cc(/C=N/NC(=O)c3c(C)nc4cc(C)ccn34)c2C)c1 | 15.9 | -0.7 | 6.5 | 5.2 | -6.0[20 µM] | 5.5 | -0.259 | -4.8 | 2.2
O=C(Nc1sc2c(c1C(=O)O)CCC2)c1cccs1 | 14.1 | -0.2 | 0.0 | -0.2 | -0.1 | 4.3 | 0.266 | 8.3 | 1.4
COc1cc(NC(=O)CCNC(=O)Cn2cnc3ccccc3c2=O)cc(OC)c1OC | 2.4 | 0.2 | -13.4 | -7.2 | -4.2[20 µM] | -6.7 | 1.19 | -14.0 | 7.3
COc1ccccc1-n1cc(C(=O)N2CCCC(CO)(Cc3ccccc3C)C2)cn1 (centres undefined) | 13.2 | -0.6 | 5.2 | 3.7 | -2.2 | -2.9 | x | 8.3 | -1.7
CS(=O)(=O)N(CC(=O)NCCSC1CCCCC1)c1cccc(F)c1 | 10.4 | 0.4 | 4.2 | -1.5 | -9.8 | 1.8 | 0.832 | -19.5 | 1.3
Cc1nc(-n2nnc(CO)c2CO)nc2c1CCC2 | 11.3 | 0.6 | 2.1 | 1.3 | -16.7 | 2.2 | -0.179 | 4.9 | 5.8
CCOC(=O)C1(Cc2cccc(OC)c2)CCN(C/C=C/c2ccc(OC)cc2)CC1 | 1.4 | 1.0 | -5.3 | -9.8 | -17.6 | -3.4 | -0.00777 | x | -2.5

Quoted at random: four records from the list
SMILES | FXIIa inh | PERK inhibitor | FXIa inh | thrombin 1536 | Furin inhibitor | p97 ATPase inh | KCC2 mod | KLK5 inh | Wee1 degr inh
COc1cc(NC(=O)CCNC(=O)Cn2cnc3ccccc3c2=O)cc(OC)c1OC | 2.4 | 0.2 | -13.4 | -7.2 | -4.2[20 µM] | -6.7 | 1.19 | -14.0 | 7.3
CS(=O)(=O)N(CC(=O)NCCSC1CCCCC1)c1cccc(F)c1 | 10.4 | 0.4 | 4.2 | -1.5 | -9.8 | 1.8 | 0.832 | -19.5 | 1.3
CCOC(=O)C1(Cc2cccc(OC)c2)CCN(C/C=C/c2ccc(OC)cc2)CC1 | 1.4 | 1.0 | -5.3 | -9.8 | -17.6 | -3.4 | -0.00777 | x | -2.5
COc1ccccc1-n1cc(C(=O)N2CCCC(CO)(Cc3ccccc3C)C2)cn1 (centres undefined) | 13.2 | -0.6 | 5.2 | 3.7 | -2.2 | -2.9 | x | 8.3 | -1.7

From PubChem BioAssay
